HT1080 IDH1KD tx = kills HT-1080 cells with IDH1 knockdown. Potency, µM (doses to about 46.1 µM), without a hit: top-dose activity, negative = toxicity, usual class: cytotoxic. HT-1080 IDH1 knockdown viability, ATP luminescence, 48 h. 360,000 tested, 2% active. AID 686971;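 note: potency is the fitted concentration of half-maximal effect; 0% = DMSO wells and -100% = cell-free medium wells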
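Cytotoxicity counter-line: IDH1KD HT-1080, 48 h, CellTiter-Glo. Curves classed by r2, magnitude and activity.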
GLP-1R agonist = agonists of human GLP-1 receptor; P43220; HEK293 GLP-1R CRE-luciferase, luminescence, 4-6 h; cells express a hypersensitive GLP-1R form; Potency, µM (series often up to 45.6 µM), for inactives: at the top dose activation, most hits filed as activators; 380,000 tested, 0.007% active; AID 624172; note: potency is the fitted concentration of half-maximal effect; % of control where 0% means no effect
Target sequence (P43220 whole entry, looked up): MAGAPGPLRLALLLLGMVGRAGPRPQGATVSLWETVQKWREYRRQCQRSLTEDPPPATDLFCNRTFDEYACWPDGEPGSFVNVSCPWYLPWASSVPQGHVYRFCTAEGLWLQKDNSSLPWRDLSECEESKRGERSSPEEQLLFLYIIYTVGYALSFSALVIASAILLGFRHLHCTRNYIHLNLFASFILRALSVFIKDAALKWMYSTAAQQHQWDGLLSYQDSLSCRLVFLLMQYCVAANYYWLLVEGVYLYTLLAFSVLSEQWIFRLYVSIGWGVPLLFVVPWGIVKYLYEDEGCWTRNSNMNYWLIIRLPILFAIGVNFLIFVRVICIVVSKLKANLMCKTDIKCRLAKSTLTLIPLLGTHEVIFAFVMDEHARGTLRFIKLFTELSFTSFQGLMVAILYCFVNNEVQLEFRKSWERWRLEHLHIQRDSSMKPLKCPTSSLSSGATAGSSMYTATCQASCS
D3 ag = D3 dopamine receptor (human) agonism. P35462. D3R DiscoveRx beta-arrestin cells, luminescence, 90 min. max activation, %. 410,000 tested, 0.58% active; in the data active = max activation above about 30%; note: 0% is about no effect; mostly tested at two doses, the higher about 12 µM
Target sequence (P35462 whole entry, looked up): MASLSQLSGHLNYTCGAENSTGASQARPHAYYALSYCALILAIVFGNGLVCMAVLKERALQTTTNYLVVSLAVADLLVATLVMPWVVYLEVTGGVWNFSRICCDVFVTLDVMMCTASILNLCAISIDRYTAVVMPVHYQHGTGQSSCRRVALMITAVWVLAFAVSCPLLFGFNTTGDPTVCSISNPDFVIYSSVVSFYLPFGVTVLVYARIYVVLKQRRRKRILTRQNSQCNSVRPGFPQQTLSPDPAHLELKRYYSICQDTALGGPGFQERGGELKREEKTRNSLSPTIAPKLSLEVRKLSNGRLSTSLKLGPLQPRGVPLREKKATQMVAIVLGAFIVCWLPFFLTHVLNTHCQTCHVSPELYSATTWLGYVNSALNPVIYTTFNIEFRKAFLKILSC
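Agonist-mode cell screen: cells plated at 1500/well and incubated overnight at 37 °C, then exposed to library compounds for 90 min at 37 °C. Detection reagent was added for 30–60 min at room temperature, and luminescence was read.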
SW480 rerep = inducers of DNA re-replication in SW480 colon cancer cells. SW480 DNA re-replication, Hoechst DNA content imaging, 48 h. Potency, µM (doses to about 46.1 µM), without a hit: at the highest dose re-replication activation, usual class: activators. 340,000 tested, 1.8% active. AID 624297; note: potency is the fitted concentration of half-maximal effect; % of control where 0% means no effect; nearly all actives have a fitted effect of over 55% in size
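250 cells/well; 23 nL cpd via pin tool; 48 hr, 37 C, 5% CO2; Hoechst 40 min; imager read of total nuclear intensity, ex 405/em 500-530 nm.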
KB-V1 MDR tox = KB-V1 MDR subline cytotoxicity; KB-V1 MDR cells viability, CellTiter-Glo, 72 h; Potency, µM (highest dose often 46.1 µM), inactives show at the top dose activity change, negative = cytotoxicity, usual class: cytotoxic; 400,000 tested, 3.4% active; note: potency is the fitted concentration of half-maximal effect; % is set by controls: 0 for no effect and ±100 for the full control effect; nearly all actives have a fitted effect of over 60% in size
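Cytotoxicity via CellTiter-Glo luminescence after 72 h compound exposure at 37 degrees C. Cells: drug-selected KB-V1 line, DMEM phenol-red free plus 10% FBS. Compounds tested at multiple concentrations; normalized data fitted to concentration-effect curves.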
DRD3 antagonist = D3 dopamine receptor (human) antagonism. P35462. D3R cells, DiscoveRx beta-arrestin luminescence, antagonist mode; active compounds read low. max response, negative = inhibition, %. 360,000 tested, 2.5% active; in the data active = max response below about -50%; inconclusive = no clear call, values can overlap the other calls; note: % is set by controls: 0 for no effect and ±100 for the full control effect; mostly tested at two doses, the higher about 12 µM
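Cells plated overnight at 1500 cells/well, then exposed to library compounds with dopamine controls for 90 minutes at 37 degrees C. DiscoveRx reagent added for 30–60 minutes at room temperature; luminescence read, quantitative HTS format.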
IL-1B inflam inh = blocks inflammasome-driven IL-1 beta release; THP-1 LPS/ATP IL-1B secretion, AlphaLISA, 16 h; active compounds read low; activity change, % at 57.5 µM; 360,000 tested, 4.7% active; AID 743279; in the data active = activity change below about -50%; inconclusive = mostly about -30% to -49%; note: % is set by controls: 0 for no effect and ±100 for the full control effect
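THP-1 cells pretreated 1 hr with compounds (up to 57.5 uM final), then stimulated with LPS (250 ng/mL final) plus ATP (1.25 mM final); secreted IL-1B measured by AlphaLISA after 16 hr, decreased signal indicating inhibition.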
HT1080-NT tox = kills 2HG-producing HT-1080-NT fibrosarcoma cells; HT-1080-NT fibrosarcoma viability, CellTiter-Glo ATP luminescence, 48 h; Potency, µM (series often up to 46.1 µM), for inactives: top-dose activity, negative = less viability, usual class: cytotoxic; 360,000 tested, 1.6% active;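 note: NT is the 2HG producing partner of a matched IDH1 knockdown line; potency is the fitted concentration of half-maximal effect; 0% = DMSO-treated cells and -100% = media-only wells without cells; nearly all actives have a fitted effect of over 55% in size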
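Read-out is CellTiter-Glo luminescence after 10 minutes at room temperature, following 48 hours' compound treatment of HT-1080-NT cells (750 cells/well, RPMI, 5% FBS, 37 degrees C).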
KB-3-1 cytotox = KB-3-1 parental cell cytotoxicity; KB-3-1 viability, CellTiter-Glo ATP luminescence, 72 h; Potency, µM (titrated, usually from 46.1 µM), for inactives: at the highest dose activity change, negative = cytotoxic, hits mostly cytotoxic; 400,000 tested, 1.4% active; note: potency is the fitted concentration of half-maximal effect; % is set by controls: 0 for no effect and ±100 for the full control effect; nearly all actives have a fitted effect of over 60% in size
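Multi-concentration cytotoxicity screen in KB-3-1 cells grown in DMEM lacking phenol red with 10% FBS. After 72 h at 37 °C with compound, ATP-dependent luminescence was recorded.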
* = called active by the depositor; ? = inconclusive; . = not tested or not shown; & = joins results of further samples; [ ] = another dose, or the depositor's remark. Unless noted, calls come from the whole dose curve; as a rule, active = well fitted curve in the direction sought with a large enough effect; inconclusive = small, poorly fitted or top-dose-only effect, or another doubt; inactive = no such curve, though single readings can be large; an effect the other way counts as inactive or inconclusive.

SMILES	HT1080 IDH1KD tx	GLP-1R agonist	D3 ag	SW480 rerep	KB-V1 MDR tox	DRD3 antagonist	IL-1B inflam inh	HT1080-NT tox	KB-3-1 cytotox
O=C(CN(Cc1ccccc1)C(=O)CNS(=O)(=O)c1ccc(F)cc1)NCc1ccco1	-2%	6%	24	-22%	7%	-10	-9	0%	0%
O=C(CN(Cc1cccs1)C(=O)CCC(=O)Nc1ccccn1)NCc1ccccc1	?	4%	-2	3%	17%	-14	2	12%	-1%
Cn1c(=O)c2c(ncn2CC(=O)N/N=C/c2cn[nH]c2-c2ccc(F)cc2)n(C)c1=O	-1%	1%	0	-3%	-10%	-7	-10	-4%	-10%
Cn1c(=O)[nH]c(=O)c2c1nc(N1CCOCC1)n2CC(=O)c1ccccc1	3%	1%	6	2%	0%	1	36	3%	2%
COCCNC(=S)N(C)[C@H]1C[C@H]2c3cc(Oc4ccccc4C)ccc3CCN2C(=O)[C@H]1[C@H](C)O	0%	9%	5	.	-8%	-2	-21	-7%	-29%
O=C(Nc1ccc(N2CCOCC2)cc1)C1CC(O)CN1S(=O)(=O)c1ccc(Cl)cc1 (stereo not drawn)	-2%	3%	-9	?	0%	-8	3	-6%	8%
COc1ccccc1-n1c(-c2ccc(F)cc2)coc1=O	28%	0%	13	0%	12%	3	7	19%	-8%
Cc1ccc2cc3cc(C(=O)NCCN4CCOCC4)oc3nc2c1	-5%	17%	2	2%	0%	-16	-7	-2%	0%
COC(=O)c1ccccc1NC(=O)COC(C)=O	4%	3%	1	-1%	2%	11	?	6%	5%
c1ccc(N/N=C(\Cc2nc3ccccc3[nH]2)c2ccccc2)cc1	-23%	-9%	1	15%	-28%	4	-68*	-4%	-6%
COc1cc(/C=C(\C#N)C(=O)Nc2ccc(C(=O)O)cc2)ccc1OC(=O)c1cccc(F)c1	-6%	4%	1	-39%[inhibitor][1.84 µM]	15%	3	4	1%	-3%
COc1ccc(C[C@H](N)C(=O)N[C@H]2[C@@H](O)[C@H](n3cnc4c(N(C)C)ncnc43)O[C@@H]2CO)cc1	11%	-1%	-7&7	?	-28%	9	-90*	4%	0.41µM*
CCOC(=O)c1nc(Nc2ccc(C(=O)O)cc2)c2ccccc2n1	8%	-8%	-11	0%	10%	18	41	8%	-2%
COc1ccc2c(c1)SC(C)CC2=O (stereo not drawn)	17%	-3%	6	-6%	11%	20	28	18%	3%
CC(C)=CC(=O)N1CCC(Oc2cccc(C(=O)NCc3ccccn3)c2)CC1	1%	6%	1	.	?	-9	-1	2%	-4%

Arranged by SMILES length (ascending): 11 of the compounds above.
SMILES	HT1080 IDH1KD tx	GLP-1R agonist	D3 ag	SW480 rerep	KB-V1 MDR tox	DRD3 antagonist	IL-1B inflam inh	HT1080-NT tox	KB-3-1 cytotox
COc1ccc2c(c1)SC(C)CC2=O (stereo not drawn)	17%	-3%	6	-6%	11%	20	28	18%	3%
COc1ccccc1-n1c(-c2ccc(F)cc2)coc1=O	28%	0%	13	0%	12%	3	7	19%	-8%
Cc1ccc2cc3cc(C(=O)NCCN4CCOCC4)oc3nc2c1	-5%	17%	2	2%	0%	-16	-7	-2%	0%
CCOC(=O)c1nc(Nc2ccc(C(=O)O)cc2)c2ccccc2n1	8%	-8%	-11	0%	10%	18	41	8%	-2%
c1ccc(N/N=C(\Cc2nc3ccccc3[nH]2)c2ccccc2)cc1	-23%	-9%	1	15%	-28%	4	-68*	-4%	-6%
CC(C)=CC(=O)N1CCC(Oc2cccc(C(=O)NCc3ccccn3)c2)CC1	1%	6%	1	.	?	-9	-1	2%	-4%
O=C(CN(Cc1ccccc1)C(=O)CNS(=O)(=O)c1ccc(F)cc1)NCc1ccco1	-2%	6%	24	-22%	7%	-10	-9	0%	0%
O=C(Nc1ccc(N2CCOCC2)cc1)C1CC(O)CN1S(=O)(=O)c1ccc(Cl)cc1 (stereo not drawn)	-2%	3%	-9	?	0%	-8	3	-6%	8%
COc1cc(/C=C(\C#N)C(=O)Nc2ccc(C(=O)O)cc2)ccc1OC(=O)c1cccc(F)c1	-6%	4%	1	-39%[inhibitor][1.84 µM]	15%	3	4	1%	-3%
COCCNC(=S)N(C)[C@H]1C[C@H]2c3cc(Oc4ccccc4C)ccc3CCN2C(=O)[C@H]1[C@H](C)O	0%	9%	5	.	-8%	-2	-21	-7%	-29%
COc1ccc(C[C@H](N)C(=O)N[C@H]2[C@@H](O)[C@H](n3cnc4c(N(C)C)ncnc43)O[C@@H]2CO)cc1	11%	-1%	-7&7	?	-28%	9	-90*	4%	0.41µM*

Additional structures.
SMILES	HT1080 IDH1KD tx	GLP-1R agonist	D3 ag	SW480 rerep	KB-V1 MDR tox	DRD3 antagonist	IL-1B inflam inh	HT1080-NT tox	KB-3-1 cytotox
O=C(N/N=C/c1ccsc1)c1c[nH]c2ccccc12	3%	-3%	-10	-9%	-20%	-22	?	-3%	-18%
CSc1ccc(CNCCCN(C)C)cc1	-23%	-8%	-10	-2%	-10%	-1	-54*	-3%	3%
Cc1ccc(S(=O)(=O)NCc2ccc(C(=O)NC3CCCCC3)cc2)cc1	-10%	0%	-5	4%	?	0	9	-2%	6%
CCn1c(SCC(=O)NC2CC2)nnc1-c1ccc(F)cc1	11%	-2%	15	-3%	-11%	15	-11	27%	1%
O=C(N/N=C/c1ccc2c(c1)OCO2)C(=O)Nc1ccccc1Cl	-1%	-5%	-3	10%	20%	-15	-3	0%	22%
CCn1c(=O)cc(SCC(=O)NCc2cccc(Cl)c2)c2ccccc21	.	4%	-2	.	?	.	.	.	?
Cc1c(C(=O)NNC(=O)c2ccncc2)oc2ccccc12	0%	-1%	-1	-7%	0%	0	32	8%	0%
O=C(COc1cc2oc(=O)c3c(c2cc1Cl)CCCC3)N1C[C@H]2C[C@@H](C1)c1cccc(=O)n1C2	1%	-4%	-18	?	0%	-58*	-19	-3%	-2%
CCCNc1c(N)c(=O)c1=O	5%	-3%	6	-4%	7%	10	-14	-1%	6%
CCOc1ccc(N2C(=O)C3ON(c4ccccc4)C(c4cccs4)C3C2=O)cc1 (stereo not drawn)	10%	2%	-15	?	-1%	13	3	3%	16%
Cc1ccc(N2CCN(/N=C/C3=C(N4CCOCC4)C(=C\c4ccccc4)/CC3)CC2)cc1	4%	5%	1	-1%	2%	13	0	-2%	-2%
Nc1nnc(SCc2ccccc2F)s1	1%	2%	1	5%	2%	14	?	-1%	?
C/C(O)=C(\C#N)P(=O)(c1ccccc1)c1ccccc1	5%	-4%	7	-6%	17%	-10	18	0%	7%
O=C(NNC(=S)NC(=O)c1ccccc1)c1cccnc1	0%	6%	6	1%	-3%	-2	32	-12%	-9%
COc1ccccc1NC(=O)C(=O)/C=C(\O)c1ccccc1	10%	9%	21	-5%	18µM*	-8	.	-6%	-30%
CC1(c2ccccc2)NC(=O)N(CC(=O)Nc2ccc3c(c2)OCO3)C1=O (stereo not drawn)	-1%	-5%	-2	-1%[9.22 µM]	15%	0	0	-1%	?
O=C(CSc1ccccc1)NC(=O)NCc1ccccc1	-1%	7%	5	-4%	7%	0	0	9%	13%
COCc1cc(C)nc(SCC[N+](C)(C)CC(=O)Nc2ccccc2)c1C#N	16%	-3%	-21	0%	3%	-15	?	9%	14%
COCCc1nc2ccc(C(=O)N3CCCC(CCCO)C3)cc2o1 (stereo not drawn)	5%	-5%	1	23%	21%	16	29	0%	6%
CC1CCCC(NC(=O)NC(=O)COC(=O)C2=NN(c3ccccc3)C(=O)CC2)C1C (stereo not drawn)	1%	-3%	-2	-23%	10%	-3	0	2%	-20%
O=C(NC1CCN(Cc2ccccc2)CC1)C1CCN(c2nnc(-n3cccc3)s2)CC1	-6%	-6%	-8	0%	0%	5	4	-10%	-3%
COc1ccc(CCN(C)C2CCCN(C(=O)CCSC)C2)cc1OC (stereo not drawn)	12%	-2%	-25	-57%	0%	-14	0	6%	-2%
CCCN(CCC)Cc1c(C(=O)N/N=C/c2ccco2)nnn1-c1nonc1N	2%	10%	21	-12%	1%	12	-7	1%	9%
O=C(Nc1nnc(-c2ccccc2)o1)c1cc(Cl)sc1Cl	0%	-16%	3	-11%	-2%	5	0	14%	?
CN1CC(c2ccccc2Cl)C2(COc3ccccc3C2=O)C12C(=O)Nc1ccccc12 (stereo not drawn)	?	-13%	0	?	?	-14	-18	?	?
Cc1ccc2nc(NC(=O)C3CCN(S(=O)(=O)c4cccs4)CC3)sc2c1	?	-19%	1	9%	4.6µM*	32	-76*	?	?
O=C1OCCC1Sc1nc2ccccc2c(=O)n1Cc1ccc(F)cc1 (stereo not drawn)	8%	15%	4	1%	-17%	14	13	9%	4%
CCc1cc(=O)n2c([nH]c3ccccc32)c1C#N	-2%	-1%	3	-2%	5%	0	18	-12%	-11%
CN(C(=O)COC(=O)c1cc(S(=O)(=O)N2CCOCC2)ccc1Cl)C1CCS(=O)(=O)C1 (stereo not drawn)	-1%	-1%	-7	-5%	-1%	-11	4	-5%	2%
CO[C@@]1(NC(=O)CSCC#N)C(=O)N2C(C(=O)O)=C(CSc3nnnn3C)CS[C@@H]21	1%	-3%	18&-16	-5%	5%	9	55	-2%	0%
COC(=O)NC1CSCC1OC(=O)CCN1C(=O)c2ccccc2C1=O (stereo not drawn)	-2%	-3%	-2	-4%	13%	-27	0	0%	-1%
Cc1cccc(OCC(=O)N2CCN(C(=O)CCC3CCCC3)CC2)c1	-3%	-4%	8	5%	-11%	-11	?	-9%	5%
Cc1oc(-c2cccc(Cl)c2)nc1CN1CCCC(C(=O)NCCCN2CCOCC2)C1 (stereo not drawn)	-29%	0%	1	12%	13µM*	-6	0	-21%	-3%
CCN1CCN(C(=O)c2cc3c(s2)-c2c(C)cccc2OC3)CC1	-10%	17%	-8	13%	11%	-7	-13	-1%	-1%
Cc1ccc(C)c(NC(=O)c2nn(C)c3c2CS(=O)(=O)c2ccccc2-3)c1	.	1%	5	.	-19%	.	.	.	-15%

Compound activity deposited in PubChem BioAssay by National Center for Advancing Translational Sciences (NCATS).
